SNCA expr inh – SNCA gene expression inhibition | 140,000 tested, 0.17% active | HEK-293 SNCA-luciferase knock-in, luminescence, 24 h | Potency, µM (doses to about 57.2 µM), for the others: at the highest dose activity change, negative = inhibition, actives largely listed as inhibitors | AID 1671194;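 note: potency is the fitted concentration of half-maximal effect; plate controls were DMSO cells for no effect and cell-free wells for full effect; nearly all actives have a fitted effect of over 45% in size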
NIH3T3 tox – kills NIH 3T3 cells; NIH 3T3 viability, CellTiter-Glo ATP luminescence, 48-72 h; Potency, µM (highest dose often 96.7 µM), without a hit: at the highest dose activity change, negative = cytotoxicity, usual class: inhibitors; 94,000 tested, 4.3% active; AID 1345082; note: potency is the fitted concentration of half-maximal effect; nearly all actives have a fitted effect of over 55% in size
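Cells were seeded at 400 per well, treated with pin-transferred compound, and kept 48 or 72 hr at 37 °C before CellTiter-Glo addition and luminescence imaging of cellular ATP.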
Luciferase inh – Photinus pyralis luciferase inhibition; AID 1347043; Potency, µM (doses to about 115 µM), without a hit: at the top dose activity change, negative = inhibition, hits mostly inhibitors; 76,000 tested, 2.5% active; purified P. pyralis luciferase, luminescence, biochemical; note: potency is the fitted concentration of half-maximal effect; nearly all actives have a fitted effect of over 65% in size
Target sequence (P08659 whole entry, looked up): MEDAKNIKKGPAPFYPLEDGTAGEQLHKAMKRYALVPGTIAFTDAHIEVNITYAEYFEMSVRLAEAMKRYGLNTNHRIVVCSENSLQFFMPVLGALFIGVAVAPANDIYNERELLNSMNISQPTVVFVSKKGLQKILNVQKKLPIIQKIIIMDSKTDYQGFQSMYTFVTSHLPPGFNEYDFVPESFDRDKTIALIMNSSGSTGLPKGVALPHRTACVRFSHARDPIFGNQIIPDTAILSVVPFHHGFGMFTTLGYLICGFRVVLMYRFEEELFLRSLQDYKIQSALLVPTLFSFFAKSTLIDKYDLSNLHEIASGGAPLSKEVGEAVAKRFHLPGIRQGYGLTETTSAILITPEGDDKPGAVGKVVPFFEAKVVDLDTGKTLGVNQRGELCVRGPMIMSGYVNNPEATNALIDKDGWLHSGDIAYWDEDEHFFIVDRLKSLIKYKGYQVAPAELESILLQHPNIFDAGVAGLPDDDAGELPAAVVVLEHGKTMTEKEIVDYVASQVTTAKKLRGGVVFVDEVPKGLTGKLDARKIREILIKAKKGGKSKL
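Luminescence read by CCD imager after adding enzyme (10nM final) to wells holding compound, titrated in qHTS. Substrates 10uM each D-luciferin and ATP; buffer 50mM Tris acetate pH 7.5, 10mM Mg acetate, Tween-20, BSA.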
IP6K1 inhibitor – inhibitors of human IP6K1 | IP6K1 kinase, ADP-Glo luminescence, 2 h; active compounds read low | 140,000 tested, 0.81% active | activity change, % (series mostly up to about 58 µM); in the data active = activity change below about -25%
Target sequence (Q92551 whole entry, looked up): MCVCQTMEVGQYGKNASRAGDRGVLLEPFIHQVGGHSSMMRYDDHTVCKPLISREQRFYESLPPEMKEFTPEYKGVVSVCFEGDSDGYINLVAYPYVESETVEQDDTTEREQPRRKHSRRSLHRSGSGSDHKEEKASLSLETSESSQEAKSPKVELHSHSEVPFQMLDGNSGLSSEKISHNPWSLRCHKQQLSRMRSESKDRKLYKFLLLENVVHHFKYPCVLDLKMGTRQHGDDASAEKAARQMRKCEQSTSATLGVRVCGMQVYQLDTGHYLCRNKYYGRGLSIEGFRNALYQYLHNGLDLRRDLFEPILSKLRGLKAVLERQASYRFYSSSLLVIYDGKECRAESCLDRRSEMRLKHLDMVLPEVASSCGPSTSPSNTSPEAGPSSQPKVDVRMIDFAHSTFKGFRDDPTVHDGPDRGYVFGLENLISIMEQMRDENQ
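ADP-Glo luminescence measures ADP made by human IP6K1 during a 2 h RT reaction with ATP/IP6 (mix at 1.3 mM/130 uM); top library doses 57.5 and 19.1 uM final.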
HEK293 viab – reduces viability of HEK-293 SNCA reporter cells; HEK-293-SNCA-luc viability, GF-AFC fluorescence, 24 h; Potency, µM (doses to about 57.1 µM), without a hit: at the top dose activity change, negative = cytotoxicity, most hits filed as cytotoxic; 150,000 tested, 0.12% active; AID 1671193;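 note: potency is the fitted concentration of half-maximal effect; 0% = DMSO-treated cells and -100% = medium-only wells without cells; nearly all actives have a fitted effect of over 30% in size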
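Cytotoxicity counterscreen: after 24 h compound treatment of genome-edited SNCA-luciferase HEK-293 cells, live-cell protease substrate GF-AFC read by fluorescence after 30 min; activity scaled between DMSO (0%) and medium-only (-100%), curves Hill-fitted.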
GPT2 inh – GPT2 alanine aminotransferase inhibition; AID 1671188; Potency, µM (titrated, usually from 57.7 µM), for inactives: at the highest dose activity change, negative = inhibition, most hits filed as inhibitors; 100,000 tested, 0.25% active; Recombinant GPT2, coupled pyruvate oxidase/HRP Amplex Red fluorescence; note: potency is the fitted concentration of half-maximal effect; nearly all actives have a fitted effect of over 60% in size; many of its hits are not listed in these tables
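Fluorescence of coupled pyruvate oxidase/HRP/Amplex Red system (50uM Amplex, 30 min, dark) reports pyruvate formed by GPT2. Enzyme reaction: 10ng/uL GPT2, 2mM L-alanine, 250uM a-KG, 30 min room temperature, pH 7.5; 50uM AOA control.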
HEK cytotox – kills HEK 293 cells | HEK 293 viability, ATP luminescence (CellTiter-Glo), 48-72 h | Potency, µM (top dose mostly 115 µM), without a hit: at the highest dose activity change, negative = cytotoxicity, usual class: inhibitors | 94,000 tested, 6.6% active; note: potency is the fitted concentration of half-maximal effect; nearly all actives have a fitted effect of over 60% in size
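HEK 293 cells at 250 cells/well were exposed to compounds by pintool transfer for 48 or 72 hr at 37 degree Celsius, 5% CO2. Viability was read as ATP-coupled luminescence with CellTiter-Glo after 10 min at room temperature.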
An asterisk follows results filed as active; i = inactive; ? = inconclusive; / = not tested or not shown; [ ] = dose if it differs, or a comment. Unless noted, calls come from the whole dose curve; as a rule, active = well fitted curve in the direction sought with a large enough effect; inconclusive = small, poorly fitted or top-dose-only effect, or another doubt; inactive = no such curve, though single readings can be large; an effect the other way counts as inactive or inconclusive. Unless noted, % is set by controls: 0 for no effect and ±100 for the full control effect. Not all compounds are listed (hit frequency here may not be typical).

SMILES	SNCA expr inh	NIH3T3 tox	Luciferase inh	IP6K1 inhibitor	HEK293 viab	GPT2 inh	HEK cytotox
COCCN1C(=O)CCC2(C(=O)NCCN(C)C3CCCCC3)CCCC=C12 (stereo unspecified)	102%[activator]	-30%	?	0	?	1%	?
O=C(Cc1ccccc1)N1CCC2(CC1)CN(c1ccncn1)CC2CO (stereo unspecified)	?	-12%	-5%	9	6%[12.5 µM]	-12%	-5%
O=C(NC1CCCc2c1[nH]c1ccc(F)cc21)c1ccncc1 (stereo unspecified)	11%	?	-15%	14	-4%	?	?
COc1ccc(-c2cn3nc(N4CCC(C(=O)NCc5ccccc5F)CC4)sc3n2)cc1	82%[activator]	/	/	-13	1%	/	/
CCCCN(CC)CCCNC(=O)c1cn(C)c(=O)c2c1c1ccccc1n2C	-3%	/	/	19	16%	/	/
O=C(c1cnc2c(c1)COc1ccccc1-2)c1ccccc1O	-6%	/	/	-14	6%	/	/
CN(C)C(=O)Nc1cc(-c2ccccc2)ccc1N(C)C	/	/	/	11	-28%	i	/
O=C(C1CCOCC1)N1CCC(c2noc(-c3ccncc3)n2)C1 (stereo unspecified)	2%	-13%	0%	-7	0%	3%	-1%
CCCNC(=O)C1COC2(CCN(C(=O)c3ccccc3C)CC2)N1C(=O)c1cccc(F)c1 (stereo unspecified)	8%	-15%	3%	4	-2%	i	-11%
CC(C)CN(C1CCOCC1)C1CN(C(=O)c2ccncc2)C1	-3%	i	0%	-9	3%	i	i
CC(C)Oc1ccc(CNC(=O)C2COc3ccccc3C2)cc1 (stereo unspecified)	-21%	/	/	-2	-2%	/	/
O=C(C1c2ccccc2C(=O)N(c2ccccc2)C12CCCCC2)N1CCCC1 (stereo unspecified)	0%	-12%	-2%	2	-11%	i	?
CC(C)NC(=O)NC1CC2(CCN(C(=O)Cc3ccc(O)cc3)CC2)c2ccccc21 (stereo unspecified)	-27%	-10%	/	6	-9%	-19%	-1%
CN1CCN(c2nc3c(c(=O)[nH]2)CCN(Cc2ccccc2C#N)CC3)CC1	-3%	i	3%	9	-1%	-11%	-4%
CCOCc1nc(C2CCCNC2)no1 (stereo unspecified)	7%	-4%	2%	1	4%[12.5 µM]	i	12%
COC(=O)N1CCC(N2C(=O)c3c(c(C)nn3-c3ccccc3)C2C)C1 (stereo unspecified)	/	?	/	-1	/	/	?
Nc1nc2c(c(N3CC[C@@H](N)C3)n1)CCCc1ccccc1-2	/	/	/	23	-36%	i	/
CCCOC(=O)N1CCC(C(=O)Nc2cccc(-c3cccc(F)c3)c2)CC1	-26%	?	-2%	9	-27%	-4%	45µM*
CCc1cccc(NC(=O)c2cc(-c3ccc[nH]3)n[nH]2)c1	32%[activator]	-14%	8.9µM*	-30*	4%	i	-5%
O=C(Nc1ccc(F)cc1)c1ccn2cncc2c1	18%[87.6 µM]	-21%[138 µM]	?	3	-12%[87.6 µM]	i	-20%[172 µM]
COC(=O)c1ccc(NC(=O)c2cc(=O)c3ccc(C)cc3o2)cc1	107%[activator]	/	/	-14	6%	/	/
Cc1cccc(-c2nc3scc(CCNC(=O)c4ccccc4Cl)n3n2)c1	-4%	/	/	8	-10%	/	/
CC(C)C[C@@H]1N[C@H](C(=O)NCCOc2ccccc2)Cc2c[nH]c3cccc1c23	?	28µM*	-10%[172 µM]	-10	?	-18%[88.5 µM]	?
CCc1c(C(=O)N2CCC(CO)(Cc3ccccc3)CC2)[nH]c2ccccc12	-20%	?	9%	2	-17%	-3%	20µM*
CCOc1cc(CNS(=O)(=O)c2ccc3c(c2)CC(=O)N3C)cc(OCC)c1OCC	?	/	/	-3	-25%	/	/

Profiles from above. Screens in order: SNCA expr inh	NIH3T3 tox	Luciferase inh	IP6K1 inhibitor	HEK293 viab	GPT2 inh	HEK cytotox
`Cc1cccc(-c2nc3scc(CCNC(=O)c4ccccc4Cl)n3n2)c1` is listed as -4%	/	/	8	-10%	/	/
`O=C(C1c2ccccc2C(=O)N(c2ccccc2)C12CCCCC2)N1CCCC1` (stereo unspecified) is listed as 0%	-12%	-2%	2	-11%	i	?

Next results:
SMILES	SNCA expr inh	NIH3T3 tox	Luciferase inh	IP6K1 inhibitor	HEK293 viab	GPT2 inh	HEK cytotox
CCNC(=O)[C@@H]1C[C@H](NC(=O)c2ccco2)CN1C(=O)Cc1nonc1C	-13%	-10%	9%	1	2%	-1%	-20%
O=S(=O)(c1ccccc1)N1CCCC(OCc2noc(C3CCOCC3)n2)C1 (stereo unspecified)	-28%	-30%	/	21	10%	2%	-25%
Cc1noc(C)c1-c1cc(-c2cccc(N[S+](C)(=O)[O-])c2)cn2cncc12	26%[87.6 µM]	?	-10%[172 µM]	-20	-1%[87.6 µM]	i	?
CN(C1CCOCC1)C1CCN(S(=O)(=O)c2ccccc2)CC1	5%	0%	11%	-8	5%	i	3%
CN1[C@@H](CCC(=O)Nc2ccccc2)CNC(=O)[C@@H]2[C@H]1CCN2Cc1ccc(S(C)(=O)=O)cc1	4%	5%	1%	-10	4%	i	i
CC(C)N1C[C@H](O)C[C@H]1c1nnc2n1CCN(C(=O)c1ccccc1F)C2	30%[activator]	-12%	-14%	-13	-3%[12.5 µM]	i	-22%
Cc1ccc(C(=O)N2CC(c3nnc(-c4ccc(C)cc4)o3)C3(CCOCC3)C2)cc1 (stereo unspecified)	-10%	i	-4%	11	-5%	3%	1%
Cc1cccc(NC(=O)CCCn2c(C)c3cnn(-c4ccccc4)c(=O)c3c2C)c1C	-17%	/	/	-5	0%	/	/
COc1cc(OC)c(C2C(C(=O)Nc3ccccc3)=C(C)Nc3ncnn32)cc1OC (stereo unspecified)	11%	/	/	7	-6%	/	/
CC1CCc2c(sc3nnn(CC(=O)Nc4ccccc4Cl)c(=O)c23)C1 (stereo unspecified)	-1%	/	/	-11	-3%	/	/
CC(CNC(=O)C1CCN(C(=O)c2ncn3c2COC(c2ccccc2)C3)CC1)c1ccccc1 (stereo unspecified)	65%[activator]	-21%	3.5µM*	0	16%	i	-16%
CNC(=O)c1ccc(CNc2nc(CCN)nc3sc(C)c(C)c23)o1	3%	?	5%	2	-29%	-5%	50µM*
CC1=C[C@@H](CNC(=O)CCC(=O)O)[C@H](C(C)C)C[C@H]1CC(=O)NCc1cccnc1	7%[87.6 µM]	-3%[138 µM]	-5%[172 µM]	-12	4%[87.6 µM]	-4%[88.5 µM]	-9%[172 µM]
CN(C)c1ccc(C(=C2C=CC(=[N+](C)C)C=C2)c2ccccc2)cc1	?	/	/	-42*	-78%[23.9 µM]	?	/
Cc1ccc2oc(C(=O)Nc3ccc(S(=O)(=O)N(C)Cc4ccccc4)cc3)cc(=O)c2c1	-9%	/	/	9	6%	/	/
Cc1ccc2[nH]c(=O)c3cc(C(=O)N(CCCOC(C)C)Cc4ccco4)sc3c2c1	71%[activator]	/	/	19	13%	/	/
Cn1c(=O)oc2cc(S(=O)(=O)N3CCCC(C(=O)N4CCN(c5ccc(F)cc5)CC4)C3)ccc21 (stereo unspecified)	26%	/	/	0	-5%	/	/
COc1ccc(NC(=O)Cn2c(=O)oc3cc(S(=O)(=O)N4CCCC4)ccc32)cc1OC	-17%	/	/	26	-2%	/	/
N#Cc1c(C(F)(F)F)cc(-c2cccs2)nc1SCC(=O)Nc1ccc(Cl)cc1	-11%	/	/	5	7%	/	/
CC1=C(C(=O)OCc2ccc(C)cc2)C(c2ccccc2Cl)CC(=O)N1 (stereo unspecified)	-2%	/	/	13	16%	/	/
CCn1nccc1C(=O)N1CCCCCCNC(=O)[C@@H]2C[C@@H](c3nc(Cc4ccccc4)no3)C[C@@H]21	-12%	-18%	-8%	9	7%	?	?
O=C(Nc1cccc(-c2nnc3n2CCCC3)c1)c1ccc(F)c(F)c1	13%	-29%	-1%	-6	-7%	i	?
CN(Cc1cccn1C)C(=O)c1ccccc1Cl	9%[87.6 µM]	-7%[138 µM]	-6%[172 µM]	-1	-13%[87.6 µM]	i	?
CNC(=O)[C@@H](C1CC1)N1CCC[C@H]1C(=O)NCC1CC1	?	-3%[230 µM]	-2%[230 µM]	1	-3%[87.6 µM]	4%[88.5 µM]	1%[230 µM]
CCOc1ccccc1N(C)C(=O)Cn1cnc2sc(C)c(S(=O)(=O)N3CCC(C)CC3)c2c1=O	33%[activator]	/	/	8	8%	/	/
Next section.
SMILES	SNCA expr inh	NIH3T3 tox	Luciferase inh	IP6K1 inhibitor	HEK293 viab	GPT2 inh	HEK cytotox
CC1(c2ccc(Cl)cc2)CC(C)(C)N(C(=O)c2cccc(F)c2)c2ccccc21 (stereo unspecified)	-16%	/	/	33	5%	/	/
O=C(NCCNC(=O)c1ccccn1)c1ccc(-c2cccc(C(F)(F)F)c2)cc1	/	?	/	23	/	/	?
CCN(C(=O)CSc1nc2ccccc2nc1Cc1ccccc1OC)c1ccccc1	170%[activator]	/	/	44	-4%	/	/
O=C1NCCCCCCN(Cc2ccncc2)[C@@H]2CN(C(=O)Nc3ccc4c(c3)OCCO4)CC[C@@H]12	98%[activator]	?	-16%	36	-11%	-23%	-5%
COCCO[C@H]1C(=O)N(C2CCN(C(=O)c3cc4ccccc4[nH]3)CC2)[C@H]1c1ccncc1	32%[activator]	?	-8%	13	0%	i	-1%
CC(=O)N1CC2(CCCN2CC2CC2)Cc2ccccc21 (stereo unspecified)	13%[87.6 µM]	i	/	0	-14%[87.6 µM]	-7%[88.5 µM]	i

Entries above that have a cyano group:
SMILES	SNCA expr inh	NIH3T3 tox	Luciferase inh	IP6K1 inhibitor	HEK293 viab	GPT2 inh	HEK cytotox
CN1CCN(c2nc3c(c(=O)[nH]2)CCN(Cc2ccccc2C#N)CC3)CC1	-3%	i	3%	9	-1%	-11%	-4%
N#Cc1c(C(F)(F)F)cc(-c2cccs2)nc1SCC(=O)Nc1ccc(Cl)cc1	-11%	/	/	5	7%	/	/

Part of the list above, showing only GPT2 inh, HEK293 viab and NIH3T3 tox:
Compound | GPT2 inh | HEK293 viab | NIH3T3 tox
CN(C1CCOCC1)C1CCN(S(=O)(=O)c2ccccc2)CC1 | i | 5% | 0%
CN1[C@@H](CCC(=O)Nc2ccccc2)CNC(=O)[C@@H]2[C@H]1CCN2Cc1ccc(S(C)(=O)=O)cc1 | i | 4% | 5%

Compound activity as filed in PubChem.
